# Compound activity: PubChem, The Scripps Research Institute Molecular Screening Center
# hgDAF12 agonist: H. glycines DAF-12 receptor agonists, primary screen, cell-based, luminescence, HEK293, GAL4 fusion, UAS-luciferase; HEK293 GAL4-hgDAF12 UAS-luciferase reporter, agonist luminescence; normalized to butyrate control; activation, % at 6.8 µM; 370,000 compounds, 1.8% hits;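 active = activation above a cutoff set at the mean of all screened compounds plus 3 SD, cut at about 10% in these data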;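 also: 0% = DMSO wells and 100% = sodium butyrate wells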
# ADAM10 inh: human ADAM10 inhibitors, primary screen, biochemical, QFRET, HTS | inhibition, % at 7 µM | AID 720582, 2013 | 370,000 compounds, 0.62% hits | Disintegrin and metalloproteinase domain-containing protein 10 (Homo sapiens), O14672 | recombinant ADAM10, EDANS/DABCYL FRET peptide cleavage, 3 h;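 active = inhibition above a per-campaign cutoff equal to the mean of compounds falling between control-based bounds plus 3 SD, cut at about 20% in these data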;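 also: 0% = DMSO wells while the 100% control is not disclosed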
# Target sequence (O14672 214-748 limits assumed): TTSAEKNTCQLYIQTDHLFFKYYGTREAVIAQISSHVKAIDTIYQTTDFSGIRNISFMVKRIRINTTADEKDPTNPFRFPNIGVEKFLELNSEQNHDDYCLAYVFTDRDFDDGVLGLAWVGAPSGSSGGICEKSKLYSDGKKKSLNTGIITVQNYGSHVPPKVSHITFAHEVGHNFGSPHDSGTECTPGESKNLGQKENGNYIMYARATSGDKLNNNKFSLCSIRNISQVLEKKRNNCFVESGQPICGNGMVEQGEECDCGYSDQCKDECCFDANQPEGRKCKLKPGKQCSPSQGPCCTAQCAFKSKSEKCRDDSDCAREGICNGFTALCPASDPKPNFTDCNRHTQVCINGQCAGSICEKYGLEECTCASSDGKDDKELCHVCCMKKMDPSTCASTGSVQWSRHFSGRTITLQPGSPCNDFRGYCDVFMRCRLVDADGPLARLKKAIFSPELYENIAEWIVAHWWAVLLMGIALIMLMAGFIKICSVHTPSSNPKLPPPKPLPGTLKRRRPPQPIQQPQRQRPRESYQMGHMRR
# PLCb3 inh: human PLC-beta3 inhibitors, primary screen, biochemical, fluorescence | 370,000 compounds, 0.18% hits | inhibition, % at 12.2 µM | Purified PLC-beta3, fluorogenic substrate | AID 720704, 2013; in the data active = inhibition above about 11%;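 also: 0% = median of compound wells on plate and 100% = full blocker control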
# PLCg1 inh: PLC-gamma1 enzyme inhibitors, primary screen, biochemical, fluorescence, purified enzyme; 370,000 compounds, 0.84% hits; AID 720700, 2013; 1-phosphatidylinositol 4,5-bisphosphate phosphodiesterase gamma-1 (Homo sapiens), P19174; inhibition, % at 12.2 µM; fluorogenic substrate; in the data active = inhibition above about 9.5%
# sPLA2-III inh: human group III sPLA2 inhibitors, primary screen, biochemical, QFRET, BODIPY PC-A2 liposome substrate; 370,000 compounds, 0.56% hits; AID 743126, 2013; inhibition, % at 12.2 µM; Group 3 secretory phospholipase A2 (Homo sapiens), Q9NZ20; QFRET BODIPY PC-A2 liposome hydrolysis, fluorescence;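 active = inhibition above mean plus 3 SD of compounds lying within the high and low control bounds, cut at about 19% in these data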;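 also: 0% = median of test compound wells and 100% = no enzyme DMSO wells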
# ssDAF12 agonist: S. stercoralis DAF-12 nuclear receptor activators, primary screen, cell-based, luminescence, HEK293, GRIP1 co-expression, lit1-tk-luc. AID 652126, 2013. 370,000 compounds, 1% hits. Nuclear hormone receptor DAF-12 (Strongyloides stercoralis). activation, % at 6.8 µM. HEK293 ssDAF-12/GRIP1 lit1-tk-luc reporter; % of 3 µM dafachronic acid response;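 active = activation above the mean over all tested compounds plus 3 SD, cut at about 0.9% in these data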;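 also: 0% = DMSO-only wells and 100% = 3 µM delta7-dafachronic acid wells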
# DAX1 inh-1: DAX1 (NR0B1) inhibitors, primary screen, cell-based, HEK293, Gal4-DAX1, luciferase luminescence; AID 504766, 2011; Nuclear receptor subfamily 0 group B member 1 (Homo sapiens), P51843; inhibition, % at 6.75 µM; HEK293 Gal4-DAX1 luciferase reporter; 340,000 compounds, 0.99% hits;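 active = inhibition above the mean over all tested compounds plus 3 SD, cut at about 4.2% in these data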;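 also: 0% = DAX1-transfected cells with DMSO and 100% = empty-vector control cells with DMSO; inhibition shows as a rise in luminescence from relieved DAX1 repression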
# Target sequence (P51843 207-470 limits assumed): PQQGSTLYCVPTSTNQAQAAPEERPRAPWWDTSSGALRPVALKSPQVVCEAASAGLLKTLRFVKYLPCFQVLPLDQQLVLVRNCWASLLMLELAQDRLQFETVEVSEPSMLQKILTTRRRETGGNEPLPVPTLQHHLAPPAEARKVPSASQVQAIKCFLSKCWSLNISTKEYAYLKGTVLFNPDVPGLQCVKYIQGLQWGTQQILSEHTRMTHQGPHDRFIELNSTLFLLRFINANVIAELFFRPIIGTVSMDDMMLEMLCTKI
# DAX1 inh-2: DAX1 (NR0B1) inhibitors on StAR promoter, primary screen, cell-based, luminescence, SF-1 (NR5A1), full-length DAX-1. HEK293T StAR-luciferase reporter, SF-1/DAX-1 repression relief. AID 652010, 2013. inhibition, % at 6.8 µM. 370,000 compounds, 1.1% hits;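 active = inhibition above the mean over all tested compounds plus 3 SD, cut at about 3.6% in these data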;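 also: 0% = DAX-1 cells with DMSO and 100% = cells lacking DAX-1 with DMSO; higher inhibition means more luminescence from relief of DAX-1 repression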
# ADAM17 inh: ADAM17 inhibitors, primary screen, biochemical, QFRET. recombinant ADAM17, EDANS/DABCYL FRET peptide cleavage. inhibition, % at 6.95 µM. 370,000 compounds, 0.83% hits. AID 720648, 2013;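 active = inhibition above the mean of compounds lying between control limits plus 3 SD, set per campaign, cut at about 8.5% in these data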;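 also: 0% = DMSO-only wells as the low control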
# hcDAF12 agonist: H. contortus DAF-12 nuclear receptor activators, primary screen, cell-based, luminescence, HEK293, lit1-tk-luc reporter; HEK293 hcDAF-12 lit1-tk-luc reporter; 0% DMSO, 100% Δ7-dafachronic acid; activation, % at 6.8 µM; 370,000 compounds, 1.4% hits;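 active = activation above the mean of all tested compounds plus 3 SD, cut at about 5.5% in these data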;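 also: 100% = response to 3 µM Δ7-dafachronic acid high control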
# FXN GAA850 act: FXN promoter activators, primary screen, cell-based, luciferase luminescence, HEK293 lucGAA850. 360,000 compounds, 0.56% hits. HEK293 lucGAA850 FXN promoter luciferase reporter, 24 h; percent of 10 µM SAHA response. activation, % at 6 µM. AID 540364, 2011;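 active = activation above the average of all compounds screened plus 3 SD, cutoff fixed separately per campaign, cut at about 7.5% in these data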;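 also: 0% = DMSO wells and 100% = 10 µM SAHA wells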
# Starred values were filed as active, the others as inactive; i = inactive; . = not tested or not shown.
SMILES,hgDAF12 agonist,ADAM10 inh,PLCb3 inh,PLCg1 inh,sPLA2-III inh,ssDAF12 agonist,DAX1 inh-1,DAX1 inh-2,ADAM17 inh,hcDAF12 agonist,FXN GAA850 act
CCOc1ccc(NC(=O)CC2C(=O)N(C)C(=S)N2Cc2ccc3c(c2)OCO3)cc1 (stereo not given),1.1,17,6,6,-67,-0.6,0.7,-0.7,6,-0.4,-3.6
COc1ccc(C(CC(=O)NCc2ccccc2)C(C)C)cc1 (stereo not given),-0.5,12,-1,2,0,-0.8,1.4,-0.5,0,-0.5,-0.5
CCOC(=O)N1CCC(NC(=O)c2cc(COc3ccc(F)cc3Cl)on2)CC1,-1.7,8,-3,3,6,-1.2,0.7,-1.0,1,-1.0,0.4
OC(CN1CCOCC1)CN(c1ccccc1)c1ccccc1 (stereo not given),-0.3,-1,1,4,4,-0.4,0.1,2.1,0,-1.0,-1.7
Cc1ccccc1N1CCN(C2CCCN(C(=O)c3cc[n+]([O-])cc3)C2)CC1 (stereo not given),3.5,3,1,3,3,-1.1,-0.5,-1.1,-1,-1.2,-0.6
CCCCn1cnc2c(SCc3cccc(F)c3)nc(N)nc21,2.4,-8,5,3,1,-1.3,0.0,0.7,3,-0.5,5.8
CC1(c2ccc(Cl)cc2)NC(=O)N(CC(=O)N2CCN(C(=O)c3cccs3)CC2)C1=O (stereo not given),-2.5,-3,3,5,-1,-1.4,0.5,-1.2,-3,-0.3,2.9
CC(C)(C)c1ccc(-c2cc(-c3ccccc3O)[nH]n2)cc1,-6.3,34*,-1,4,-34,-2.4,2.4,-0.7,17*,-2.5,-5.9
Cc1cccc(CN2CCN(C3CN(Cc4cn(Cc5cccc(Cl)c5)nn4)S(=O)(=O)C3)CC2)c1 (stereo not given),0.7,-1,0,2,-10,-1.1,.,-1.8,2,-2.0,.
O=C(COC(=O)Cc1ccsc1)Nc1ccccc1,0.7,-4,2,-1,-5,-1.2,2.5,-0.1,-1,0.0,1.0
CCOc1ccc(C2C(C#N)=C(N)SC(N)=C2C#N)cc1OCC,-2.6,-23,-82,-65,-6,-1.5,-0.1,-0.1,-1,-1.1,-0.9
COc1ccccc1CCNC(=O)Nc1cccc([N+](=O)[O-])c1,-3.7,-5,-3,1,-8,-1.4,-2.2,-0.2,0,-2.7,-1.4
C/C(=C\C#N)n1nc(C)cc1N,-1.9,-1,0,-3,0,-1.0,-1.8,0.4,-6,-0.7,1.6
COC(=O)Cc1ccc(NC(=S)NCc2ccccc2OC)cc1,-0.5,-1,0,1,4,-0.9,2.2,-0.1,-2,-0.7,1.4
COc1ccccc1C(=O)NCCC(=O)NCCc1ccccc1,6.8,3,-4,1,4,-1.4,-0.5,1.3,3,-2.3,1.2
CC(=O)c1c(C)[nH]c(C(=O)OCC(=O)NCC(C)C)c1C,-3.4,-6,-4,-1,-2,-2.1,-2.4,-2.0,-5,0.2,0.1
O=C(C1CCN(S(=O)(=O)c2cccnc2)CC1)N1CCN(c2ccc(Cl)cc2)CC1,-5.5,0,-3,0,-2,-2.7,-4.7,-2.8,-2,-4.3,-4.6
COc1ccccc1NC(=O)c1cc(OC)c(OC)cc1[N+](=O)[O-],-0.5,-4,-3,1,-3,-1.5,-0.5,-0.8,-1,-0.2,0.1
CC(=O)n1cc([C@H]2C=C(C(=O)Nc3ccccc3)O[C@@H](OCCCCO)C2)c2ccccc21,2.7,2,-17,-8,-7,0.9,0.4,-0.1,-2,3.1,-0.7
CC(=O)C1(O)CCC2C3CCC4CC(=O)CCC4(C)C3C(=O)CC21C (stereo not given),-1.3,-6,1,6,4,-0.3,2.0,-0.6,-2,-1.9,1.9
O=C(CN1C(=O)NC2(CCOc3ccccc32)C1=O)Nc1ccc2c(c1)OCCO2 (stereo not given),-1.5,5,0,1,-5,-1.0,-0.3,-0.1,-2,0.3,-1.3
COCCN(C)Cc1nc(C(c2ccccc2)c2ccccc2)no1,-0.3,3,1,2,2,-1.1,1.6,0.0,0,0.2,-1.2
CCN1CCC(C(=O)NC(c2ccc(F)cc2)c2ncccc2C)CC1 (stereo not given),0.0,3,0,0,16,0.1,.,-0.6,1,-0.7,-0.3
Cc1nn(-c2ccccc2)c(C)c1NC(=O)c1ccc(S(=O)(=O)N2CCCC2)cc1,0.5,-1,-1,-1,-3,-1.5,-0.1,-0.4,-3,-1.4,0.8

# Nothing new here: entries from further up.
SMILES,hgDAF12 agonist,ADAM10 inh,PLCb3 inh,PLCg1 inh,sPLA2-III inh,ssDAF12 agonist,DAX1 inh-1,DAX1 inh-2,ADAM17 inh,hcDAF12 agonist,FXN GAA850 act
COCCN(C)Cc1nc(C(c2ccccc2)c2ccccc2)no1,-0.3,3,1,2,2,-1.1,1.6,0.0,0,0.2,-1.2
CCN1CCC(C(=O)NC(c2ccc(F)cc2)c2ncccc2C)CC1 (stereo not given),0.0,3,0,0,16,0.1,.,-0.6,1,-0.7,-0.3
Cc1nn(-c2ccccc2)c(C)c1NC(=O)c1ccc(S(=O)(=O)N2CCCC2)cc1,0.5,-1,-1,-1,-3,-1.5,-0.1,-0.4,-3,-1.4,0.8

# New compounds follow
SMILES,hgDAF12 agonist,ADAM10 inh,PLCb3 inh,PLCg1 inh,sPLA2-III inh,ssDAF12 agonist,DAX1 inh-1,DAX1 inh-2,ADAM17 inh,hcDAF12 agonist,FXN GAA850 act
Cc1cc(C=C2C(=O)c3ccccc3C2=O)c(C)n1-c1ccc(C(=O)O)cc1,-0.1,-4,-38,-33,-4,-0.2,0.9,-0.5,-1,0.6,0.9
CC(C)C(=O)N1CCCC1(C)C(=O)Nc1cccc(Oc2ccccc2)c1 (stereo not given),0.1,2,2,1,-4,-1.2,.,1.7,2,-1.4,0.7
COc1cc(/C=N\NC(=O)Cn2nnc3ccccc32)cc(OC)c1OC,-1.9,4,5,6,6,-1.2,-0.3,0.2,0,0.6,-0.6
O=C1CC(NCc2ccccc2)C(=O)N1c1ccc(F)cc1 (stereo not given),-1.2,14,4,8,2,-1.6,.,0.0,0,-1.7,-0.7
COC(=O)C1=C(C)N(C)C(=NCc2ccccc2)NC1c1ccc(F)cc1 (stereo not given),1.6,-7,0,0,5,0.4,.,0.4,-2,-0.1,.
OC1(c2ccc(F)cc2)CCN(Cc2cccnc2)CC1,-0.3,8,-4,1,0,-1.0,3.5,-0.1,4,-0.9,-0.5
Cc1ccc(S(=O)(=O)NC(C(=O)Oc2ccc3c(C)c(Cl)c(=O)oc3c2)c2ccccc2)cc1 (stereo not given),0.7,i,i,i,-7,-1.3,-0.1,0.1,i,-2.6,-3.3
Cc1noc(C)c1S(=O)(=O)Nc1ccc(C(=O)N2CCCCC2)cc1,0.8,8,6,2,6,-0.9,-1.4,-0.1,4,-1.6,0.7
COc1ccc(C(=O)NCc2ccon2)cc1OC1CCN(C(C)C)CC1,0.0,7,-5,0,3,-1.6,0.5,1.9,-3,-1.5,-0.1
N#C/C(=C\c1c[nH]c2ccccc12)C(=O)NC1CC1,9.2,2,-5,-2,0,-0.1,3.5,1.8,-1,2.0,5.0
CCc1ccc(OCc2nnc(SCC(=O)NCc3ccco3)o2)cc1,1.1,-4,1,-3,-5,-0.9,-0.9,-1.6,-5,-1.0,1.0
Cc1ccc(-c2c(CC(=O)O)c(C)nc3sc4c(c23)CCCC4)cc1,-0.8,0,-5,0,-10,-1.1,1.5,0.3,0,0.6,-0.8
CCN1CCN(C(=O)c2nn(-c3ccc(OC)cc3)c(=O)c3c2c2ccccc2n3C)CC1,1.4,-3,-11,-10,1,-1.1,0.7,-0.5,-6,1.8,5.0
Cc1[nH]c2c([N+](=O)[O-])cccc2c1C,1.3,-5,-9,0,5,-1.2,4.2*,0.3,0,1.4,0.6
COc1ccc(CN2C(=O)C(CC(=O)NCc3cccs3)CC(C(=O)N(C(C)C)C(C)C)=C2C)cc1 (stereo not given),1.1,-13,2,-2,3,-0.7,0.2,-0.4,-4,-0.5,0.2
CC(C)NC(=O)C(Sc1ccccc1)c1ccccc1 (stereo not given),-0.5,-15,1,-1,6,-0.5,0.2,-0.2,-2,-0.4,0.9
COCCNC(=O)CN1CCC(NC(=O)Nc2ccc(C(F)(F)F)cc2)CC1,-0.3,4,0,-2,-3,-0.4,1.9,0.4,2,-1.2,1.8
CCOc1cccc(C(=O)Nc2nc(-c3ccc(S(=O)(=O)N4CCOCC4)cc3)cs2)c1,-6.0,6,-35,-27,-14,-2.4,-3.7,-3.2,-6,-4.8,-6.0
COc1ccc(-c2noc(CNC(=O)CCCN3C(=O)[C@H]4CC=CC[C@H]4C3=O)n2)cc1,0.6,-4,-11,-5,-4,-1.1,-0.8,-0.1,-3,-3.1,-3.3
COc1ccc(CNC(=O)C(C)NC(=O)c2cc3ccccc3o2)cc1 (stereo not given),-2.0,0,-3,-1,-4,-0.6,-0.9,-0.3,1,1.0,-0.1
Cc1cc(C)c(C)c(N=Nc2nc3ccccc3n2C)c1C,-8.8,-2,-5,-8,21*,-1.8,-1.6,-1.8,2,-1.4,-6.3
O=C1c2ccccc2C(=O)N1C/C=C/c1ccccc1,-0.8,9,3,0,0,-1.6,0.8,-1.4,-3,0.7,2.9
O=C(NC1CC1)C1=C[C@H](C2CC2)C[C@H](OCCCCO)O1,1.3,-2,-2,-3,8,-1.4,0.2,-0.1,-6,0.7,-0.9
CC(=O)c1cc(NC(=O)c2cccc(C(F)(F)F)c2)c(=O)oc1C,-0.8,-15,-9,-6,-6,-0.9,.,-0.1,-8,-3.1,7.5
Cc1noc(NS(=O)(=O)c2ccc(NC(=O)c3cnc4scc(C)n4c3=O)cc2)c1C,1.9,-9,4,-1,1,-0.2,1.1,-0.4,-2,0.7,-0.8
Cc1ccc(S(=O)(=O)N(C)C)cc1NC(=O)COC(=O)CCC(=O)c1cccs1,0.3,-11,-14,6,4,-0.9,1.4,0.4,-6,0.3,2.0
Cc1c(-c2ccccc2)[n+](=O)c(-c2ccco2)c(C)n1[O-],-0.4,-42,-8,-5,1,0.0,-0.8,0.7,-12,1.5,0.8
O=S(=O)(Cc1ccccc1)C(c1ccccc1)S(=O)(=O)Cc1ccccc1,4.1,-20,2,5,6,-0.9,1.1,0.2,4,1.9,-0.7
